# RTF Ca sens act – increases calcium sensitivity of human cardiac regulated thin filaments; P19429+P45379; actives 0.24% (n = 340,000); activation, % at 7.2 µM; IANBD-labeled TnC RTF fluorescence at EC20 calcium; 0% EC20 calcium, 100% full calcium;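 active = activation above the mean over all tested compounds plus 3 SD, cut at about 30% in these data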;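 also: rise in fluorescence read as greater calcium sensitivity of cardiac thin filaments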
# RTF Ca sens inh – cardiac RTF calcium desensitization; AID 493244; inhibition, % at 7.15 µM; actives 0.12% (n = 340,000); P19429+P45379; IANBD-labeled cardiac RTF, Ca2+ fluorescence;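 active = inhibition above the mean inhibition of all tested compounds plus 3 SD, cut at about 17% in these data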;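 also: assay run at fixed EC70 calcium of 1.6 mM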
# OPRM1-OPRD1 inv – inverse agonist of human OPRM1-OPRD1 heterodimerization; P35372+P41143; cell-based MOR-DOR heterodimer luminescence, inverse agonism; inhibition, % at 9.3 µM; actives 0.21% (n = 340,000); AID 504357; in the data active = inhibition above about 22%, passing the limit was not always enough;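 also: 0% = cells with DMSO and 100% = wells without cells with DMSO; values of inactives mirror those of a sister screen read the other way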
# LANA DNA inh – inhibitors of KSHV LANA C-terminal domain DNA binding. MBP-C-LANA/FAM-LBS DNA binding, fluorescence polarization. inhibition, % at 9 µM. actives 0.078% (n = 340,000). AID 504423;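 active = highest replicate inhibition at or above 60% at 9 µM, even if other replicates fall short; inactive = all replicates below 60% inhibition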;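 also: 0% = neutral control wells and 100% = 4 µM acridine orange control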
# CAL PDZ FP – CAL PDZ (human) peptide binding inhibition. actives 0.92% (n = 300,000). inhibition, % at 24.9 µM. AID 602252. Q9HD26. purified CAL PDZ, TMR-peptide fluorescence polarization, 1 h;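 active = mean inhibition of at least 30% with at least half of replicates also reaching 30%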;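 also: 0% = DMSO neutral control and 100% = excess unlabeled competitor peptide PRC23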
# HTR5A inv ag – counter-screen for OPRM1-OPRD1 inverse agonists: human HTR5A inverse agonism; P47898; HTR5A cell line, luminescence; inhibition, % at 9.3 µM; actives 0.083% (n = 340,000); AID 504634; in the data active = inhibition mostly above about 23%, no sharp cut-off; inactive = mostly below about 18%;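 also: 0% = cells with DMSO and 100% = no-cell wells with DMSO; some compounds called inactive have numbers as strong as hits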
# Target sequence (P47898 whole entry, looked up): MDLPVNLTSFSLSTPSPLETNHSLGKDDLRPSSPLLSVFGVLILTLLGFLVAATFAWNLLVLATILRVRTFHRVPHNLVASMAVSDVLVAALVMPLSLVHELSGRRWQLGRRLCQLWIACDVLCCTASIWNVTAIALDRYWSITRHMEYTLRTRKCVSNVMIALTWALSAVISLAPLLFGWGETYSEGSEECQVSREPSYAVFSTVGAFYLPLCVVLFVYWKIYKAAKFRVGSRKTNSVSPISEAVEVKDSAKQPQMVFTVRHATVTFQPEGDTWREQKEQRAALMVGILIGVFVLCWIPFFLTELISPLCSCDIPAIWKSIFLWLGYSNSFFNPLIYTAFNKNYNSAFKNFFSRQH
# OPRM1-OPRD1 ag – agonists of human mu-delta opioid receptor heterodimerization; P35372+P41143; cells, OPRM1-OPRD1 heterodimerization, luminescence; activation, % at 9.3 µM; actives 0.3% (n = 340,000); AID 504326; in the data active = activation above about 18%;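 also: 0% = vehicle-treated cells and 100% = reference agonist; values of inactives mirror those of a sister screen read the other way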
# V-ATPase pH – yeast V-ATPase proton transport regulation by pHLuorin | response, % at 10 µM | S. cerevisiae, pHLuorin cytosolic pH fluorescence | actives 0.37% (n = 350,000); in the data active = response mostly above about 7.3%, no sharp cut-off; inactive = mostly below about 5.4%; also: actives read high; inactives centre near 0; some compounds called inactive have numbers as strong as hits; reference of the scale not given here
# HTR5A ag ctr – activates human HTR5A in OPRM1-OPRD1 agonist counter-screen; P47898; HTR5A agonist assay, luminescence, cell-based; activation, % at 9.3 µM; actives 0.61% (n = 340,000); AID 504692; in the data active = activation mostly above about 9.5%, no sharp cut-off; inactive = mostly below about 7.6%;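 also: 0% = cells with vehicle only and 100% = reference agonist; strong numbers were not always called active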
# Keap1-Nrf2 PPI – inhibitors of human Keap1-Nrf2 protein-protein interaction | Keap1 Kelch-Nrf2 peptide fluorescence polarization, 1536-well | inhibition, % at 9.4 µM | actives 0.15% (n = 340,000) | AID 504523; in the data active = inhibition above about 12%;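 also: human Keap1 Kelch domain with fluorescein labeled Nrf2 9mer peptide probe; 0% = neutral control wells and 100% = peptide positive control; higher means more block of Keap1 binding to Nrf2 peptide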
# Target sequence (Q14145 whole entry, looked up, the tested form may be a part): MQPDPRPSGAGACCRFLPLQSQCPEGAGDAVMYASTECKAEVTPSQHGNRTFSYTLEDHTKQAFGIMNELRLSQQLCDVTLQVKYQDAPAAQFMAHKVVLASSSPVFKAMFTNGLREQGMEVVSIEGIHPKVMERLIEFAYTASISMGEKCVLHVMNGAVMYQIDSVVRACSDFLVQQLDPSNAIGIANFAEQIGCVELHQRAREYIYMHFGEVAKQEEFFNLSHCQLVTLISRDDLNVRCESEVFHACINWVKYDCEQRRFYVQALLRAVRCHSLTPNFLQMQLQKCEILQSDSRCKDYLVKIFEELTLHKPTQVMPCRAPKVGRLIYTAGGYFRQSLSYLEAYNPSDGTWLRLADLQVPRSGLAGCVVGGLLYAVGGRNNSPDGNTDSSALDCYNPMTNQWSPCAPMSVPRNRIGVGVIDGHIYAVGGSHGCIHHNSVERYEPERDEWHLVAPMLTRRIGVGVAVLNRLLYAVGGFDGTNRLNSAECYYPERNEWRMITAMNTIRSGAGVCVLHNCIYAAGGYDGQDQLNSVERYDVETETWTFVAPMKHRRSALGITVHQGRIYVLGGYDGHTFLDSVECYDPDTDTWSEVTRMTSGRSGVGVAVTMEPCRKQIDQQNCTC
# * hit, by the source's call; · = no result given.
cpd	SMILES	RTF Ca sens act	OPRM1-OPRD1 ag	OPRM1-OPRD1 inv	Keap1-Nrf2 PPI	HTR5A inv ag	HTR5A ag ctr	CAL PDZ FP	V-ATPase pH	RTF Ca sens inh	LANA DNA inh
1	O=C(CN(Cc1cccs1)C(=O)CNS(=O)(=O)c1ccc(Cl)cc1)NCc1ccco1	0.7	-0.9	4.5	-0.5	2.5	-1.0	-3.4	2.4	-8.7	0.4
2	COc1ccc(CNC(=O)C(OC(=O)c2ccco2)c2ccccc2)cc1 (configuration not stated)	0.3	-1.1	7.7	-6.6	5.3	0.0	1.2	-0.1	6.6	0.5
3	O=C(CCc1nc(-c2ccc(Cl)cc2)no1)NC1CCCCC1	2.5	-0.7	3.7	-0.7	15.3	3.1	-2.5	0.8	-2.8	-0.3
4	Cc1nc2ccccc2cc1C(=O)N/N=C/c1ccccc1[N+](=O)[O-]	-4.4	0.4	-2.9	1.2	-2.4	-2.0	-2.0	4.2	-4.9	-1.6
5	COC(=O)C(NC(=O)C(NC(=O)C1CCC(C)CC1)C(C)C)C(C)C (configuration not stated)	3.8	-1.7	9.1	-3.6	22.4	4.6	-1.1	-1.7	-16.8	-1.4
6	O=C(c1cccc2nccnc12)N1CCCC(Nc2ccc(F)c(F)c2)C1 (configuration not stated)	-2.9	-2.9	14.5	0.6	2.5	-1.1	-2.1	6.5	-7.1	0.4
7	O=C(Nc1nsc(-c2ccccc2)n1)c1ccc(F)cc1	4.4	-2.1	10.4	-4.4	-4.9	5.5	·	-2.9	-3.4	-1.7
8	COc1cccc(NC(=O)CN(C)C(=O)CSC(=S)N2CCCC2)c1	-0.6	0.1	-0.8	-6.6	-2.6	0.9	-2.9	-0.1	1.3	-0.5
9	O=c1ccc2ccccc2o1	14.4	-1.1	6.1	-1.8	10.0	-0.6	-0.1	7.9	-18.1	-2.2
10	COC(=O)c1cc2n(n1)CCN(Cc1ccccc1F)C2=O	-1.6	-0.2	0.9	5.3	8.9	-3.3	·	-6.0	-7.6	0.1
11	Cc1ccc(Cn2c(=S)[nH]c3ccc(N4CCOCC4)cc3c2=O)o1	2.3	2.1	-10.6	-3.4	-4.1	1.4	-1.2	-1.0	-3.1	-0.1
12	CCOC(=O)C1(Cc2ccccc2C)CCCN(S(=O)(=O)c2cccnc2)C1 (configuration not stated)	5.5	1.0	-5.3	-1.8	-5.3	1.9	-1.9	4.1	4.6	1.7
13	Cc1cc(C)n(CC(=O)NC2CCCc3c2cnn3-c2ccc(C)c(C)c2)n1 (configuration not stated)	-3.4	-0.5	2.8	-4.5	-30.4	-1.1	-0.6	3.5	-6.8	-1.1
14	COc1ccccc1N1CCN(S(=O)(=O)c2c(C)[nH]c(=O)[nH]c2=O)CC1	3.1	-0.1	0.3	-6.3	7.2	-2.6	-2.5	-4.2	-10.4	4.2
15	CCOC(=O)c1c(-c2ccccc2)oc2ccc(OC(C)=O)cc12	11.2	2.9	-16.8	-5.6	11.2	4.6	-2.1	8.8	-6.0	-0.7
16	CC(C)(C)OC(=O)N1CC(O)CC1C(=O)OCC(=O)c1ccc(Cl)cc1 (configuration not stated)	-0.9	-1.7	9.2	3.2	9.0	-0.5	-0.2	-1.6	-0.6	0.0
17	O=C(Nc1ccccc1)c1ccco1	-6.5	-1.4	6.8	-0.2	-4.2	1.1	-11.0	-3.8	2.2	-1.2
18	CCCCc1noc(-c2c(-c3ccccc3Cl)noc2C)n1	6.5	9.5	-46.3	-1.1	7.5	8.1	-3.6	3.0	-5.7	-1.6
19	CCOC(=O)C(Oc1ccc(=O)n(-c2ccccc2)n1)C(C)=O (configuration not stated)	-2.0	-2.5	14.3	4.5	-18.3	3.9	0.3	-4.8	1.5	-0.8
20	COc1ccc(N2CCN(Cc3nc4ccsc4c(=O)[nH]3)CC2)cc1	1.8	-2.9	15.7	-9.0	13.9	1.0	-3.4	1.8	-2.4	-0.3

# Next section.
cpd	SMILES	RTF Ca sens act	OPRM1-OPRD1 ag	OPRM1-OPRD1 inv	Keap1-Nrf2 PPI	HTR5A inv ag	HTR5A ag ctr	CAL PDZ FP	V-ATPase pH	RTF Ca sens inh	LANA DNA inh
21	COc1ccc(CN(C)C(=O)c2cccc(NS(=O)(=O)c3ccccc3)c2)cc1F	-5.5	1.1	-8.8	-4.9	-2.9	5.6	-4.2	4.8	-12.9	-5.3
22	CCN1CCN(c2c(/C=C3\SC(=S)N(Cc4ccco4)C3=O)c(C)c(C#N)c(=O)n2C)CC1	62.4*	-0.3	1.8	-26.3	10.4	3.6	-4.7	3.7	-85.0	1.2
23	CC(=O)c1sc(C(C)(C)C)cc1NC(=O)CCC(=O)O	-6.9	-2.6	12.9	1.6	24.0	-4.9	-6.0	-2.3	-1.6	-0.1
24	CC(C)C(=O)Nc1c(-c2ccccc2Cl)c(=O)c2ccccc2n1C	2.6	0.5	-2.7	-3.1	18.3	-4.7	-1.0	5.1	-9.9	2.2
25	COc1cc(C(=O)O)cc(NC(=O)c2cccs2)c1OC	7.5	0.3	-1.6	-4.2	2.4	-0.9	-1.3	3.1	0.8	-0.1
26	CC1(C)C2CCC1(C)C(SC(=N)N)C2 (configuration not stated)	-2.6	-3.1	14.9	-7.1	12.5	-3.2	-2.7	2.6	-5.3	-0.5
27	CCC(C)c1ccccc1N1CC(C(=O)NCCc2ccc(OC)c(OC)c2)CC1=O (configuration not stated)	4.5	0.5	-3.4	-3.4	-6.1	-0.3	-4.1	-0.7	-16.4	-0.4
28	C=CCOC(=O)Nc1c(C(=O)OC)[nH]c2ccc(Cl)cc12	-1.0	-2.1	8.8	-0.8	-11.3	4.7	-0.7	-3.2	-5.3	0.2
29	O=C(Nc1ccc(Br)cc1)c1ccc2c(c1)OCO2	-1.1	-0.9	4.3	-2.3	-2.2	7.0	·	-1.6	2.6	1.0
30	COc1ccc(-c2[nH]c(-c3ccc4c(c3)OCO4)nc2-c2ccccc2)cc1	-0.3	2.7	-14.3	-1.4	-18.6	7.0	0.8	0.2	-0.3	0.6
31	COc1ccc(C(C(=O)NC(C)(C)C)N(C(=O)CCC(=O)Nc2cc(C)on2)c2cc(C)cc(C)c2)cc1 (configuration not stated)	1.5	-0.3	1.5	0.2	-13.4	4.7	-4.1	2.0	1.5	0.2
32	CCCCn1c(N)c(N(CC)C(=O)CSCc2c(C)noc2C)c(=O)[nH]c1=O	0.3	-3.8	12.3	3.0	19.8	-4.2	-0.4	-0.3	-7.3	-1.3
33	O=c1c2c(nc3n1CCCCC3)-c1ccccc1CC21CCCCC1	1.0	0.5	-2.9	-5.4	-28.5	3.8	-1.2	-3.8	-19.3	0.3
34	CCc1ccccc1NCC(=O)Nc1ccccc1C(=O)OC	-0.1	6.2	-44.5	-0.1	2.8	-1.0	4.3	-1.1	-12.0	-1.1
35	Cc1ncsc1C(=O)N1N=C2/C(=C/c3ccccc3)CCCC2C1c1ccccc1 (configuration not stated)	-0.3	-2.6	13.8	-4.6	-10.1	0.8	·	-0.8	-4.5	1.1
36	OCC(CO)(CO)NCC(O)CN1c2ccccc2Sc2ccccc21 (configuration not stated)	3.3	-1.7	7.5	2.8	-9.7	2.6	0.8	1.1	-5.1	-0.9
37	Clc1ccc(OCCSCc2nc3ccccc3[nH]2)cc1	-5.8	-0.6	3.6	-21.5	-23.7	-3.5	-4.2	-1.3	3.3	-6.6
38	CC1Cc2ccccc2N1S(=O)(=O)c1cccc(C(=O)OCC(=O)NC2CCS(=O)(=O)C2)c1 (configuration not stated)	-2.2	-0.3	1.7	-0.1	2.1	-0.9	0.9	-5.6	-2.8	-2.3
39	Nc1ncnc2c1ncn2[C@@H]1O[C@H](CO)C[C@H]1O	6.0	-2.0	11.0	-2.9	11.7	-3.3	1.5	-1.7	7.5	-1.0
40	COCCNC(=S)N1CCN(S(=O)(=O)c2ccc(Cl)s2)CC1	-1.9	-2.2	11.2	-1.8	-10.3	0.0	-1.4	-4.0	-6.7	0.1

# An excerpt from above in order of their number in OPRM1-OPRD1 ag, descending:
cpd	molecule	OPRM1-OPRD1 ag
27	CCC(C)c1ccccc1N1CC(C(=O)NCCc2ccc(OC)c(OC)c2)CC1=O (configuration not stated)	0.5
25	COc1cc(C(=O)O)cc(NC(=O)c2cccs2)c1OC	0.3
22	CCN1CCN(c2c(/C=C3\SC(=S)N(Cc4ccco4)C3=O)c(C)c(C#N)c(=O)n2C)CC1	-0.3

# (listing goes on)
cpd	SMILES	RTF Ca sens act	OPRM1-OPRD1 ag	OPRM1-OPRD1 inv	Keap1-Nrf2 PPI	HTR5A inv ag	HTR5A ag ctr	CAL PDZ FP	V-ATPase pH	RTF Ca sens inh	LANA DNA inh
41	CN1CCN(c2ccc(CNS(=O)(=O)c3cccc(F)c3)cc2)CC1	-3.2	-1.7	9.0	-1.3	10.4	-2.9	·	-3.4	1.8	-0.4
42	Cc1ccc(C(=O)Oc2ccc(Br)cc2C(=S)N2CCOCC2)cc1	-3.3	-1.7	9.1	2.1	-10.1	3.8	-9.5	1.7	-4.8	-1.0
43	O=S(=O)(c1ccc(Oc2ccc(-c3nnco3)cc2)nc1)N1CCC(Cc2ccccc2)CC1	13.8	-0.4	2.4	2.3	5.2	0.8	6.6	·	-13.7	0.4
44	CSc1ccccc1OCc1cc(C(=O)N(C)Cc2ccncn2)no1	-1.5	-2.9	15.5	1.0	22.7	4.8	-4.1	1.9	1.8	1.4
45	O=C(NCC1CCCO1)C1CCN(C2CCN(C(=O)C3CCCCC3)CC2)CC1 (configuration not stated)	4.2	-0.6	3.0	-1.4	-9.2	3.3	2.6	3.5	-9.8	0.8
46	CC[C@@H](C)[C@@H](C(=O)N1CCN(C(=O)OC(C)(C)C)CC1)n1cc(CCCN=C(NC(=O)OC(C)(C)C)NC(=O)OC(C)(C)C)nn1	-3.8	-1.8	11.2	1.9	1.3	-0.2	-4.2	0.1	-8.9	1.6
47	Cc1ccc(CNS(=O)(=O)c2ccc3c(c2)n(C)c(=O)n3C)cc1	-1.1	0.6	-2.8	-4.1	-2.2	0.6	-0.9	2.8	-8.8	0.4
48	COC(=O)c1cc(NS(=O)(=O)c2ccc(C(C)C)cc2)ccc1N1CCOCC1	6.7	0.3	-1.7	-7.6	0.5	-0.2	1.5	1.9	-3.1	-2.2
49	CCc1nc(N2CCN(C(C)=O)CC2)c2c3c(sc2n1)CC(C(C)(C)C)CC3 (configuration not stated)	-4.5	2.8	-13.8	1.0	-1.8	0.5	0.3	4.3	-0.8	7.3
50	CCOc1ccccc1C(=O)N[C@H](C(=O)Nc1cc(S(=O)(=O)N(C)C)ccc1OC)C(C)C	2.1	0.1	-0.6	-1.2	12.6	2.9	-2.4	0.6	-6.0	2.0
51	CCN(CC(=O)Nc1ccc2c(c1)OCCO2)CC(=O)Nc1ccc(C)c([N+](=O)[O-])c1	2.5	-1.1	5.5	2.9	11.0	-2.8	5.5	-2.9	-2.5	0.0
52	COc1ccc(-n2c(N)c(C(=O)NCc3ccco3)c3nc4ccccc4nc32)cc1	8.0	3.0	-17.2	0.0	1.6	-2.1	-1.4	-3.3	-2.3	0.0
53	CC(=O)c1ccc(NC(=S)N(Cc2ccccc2)C(C)C2CC2)cc1 (configuration not stated)	4.0	-1.1	5.7	-2.5	-14.9	3.5	·	-1.1	-7.5	1.5
54	COc1ccc(NC(=O)CSc2n[nH]c(-c3ccncc3)n2)c([N+](=O)[O-])c1	-1.4	-1.9	9.5	4.3	25.2	-10.5	-0.9	0.9	0.2	-4.0

# Bioassay records (PubChem)
